From PubChem
S-ASM inh = Inhibitors of Secretory Acid Sphingomyelinase (S-ASM): qHTS; placental ASM, HMU-PC fluorogenic substrate, 60 min; 340,000 tested, 0.006% active; Sphingomyelin phosphodiesterase (Homo sapiens), P17405; Potency, µM (highest dose often 57.5 µM), for inactives: top-dose activity change, negative = inhibition, actives largely listed as inhibitors; also: potency is read from the fitted curve at half-maximal effect
Target sequence (P17405 47-631 limits assumed): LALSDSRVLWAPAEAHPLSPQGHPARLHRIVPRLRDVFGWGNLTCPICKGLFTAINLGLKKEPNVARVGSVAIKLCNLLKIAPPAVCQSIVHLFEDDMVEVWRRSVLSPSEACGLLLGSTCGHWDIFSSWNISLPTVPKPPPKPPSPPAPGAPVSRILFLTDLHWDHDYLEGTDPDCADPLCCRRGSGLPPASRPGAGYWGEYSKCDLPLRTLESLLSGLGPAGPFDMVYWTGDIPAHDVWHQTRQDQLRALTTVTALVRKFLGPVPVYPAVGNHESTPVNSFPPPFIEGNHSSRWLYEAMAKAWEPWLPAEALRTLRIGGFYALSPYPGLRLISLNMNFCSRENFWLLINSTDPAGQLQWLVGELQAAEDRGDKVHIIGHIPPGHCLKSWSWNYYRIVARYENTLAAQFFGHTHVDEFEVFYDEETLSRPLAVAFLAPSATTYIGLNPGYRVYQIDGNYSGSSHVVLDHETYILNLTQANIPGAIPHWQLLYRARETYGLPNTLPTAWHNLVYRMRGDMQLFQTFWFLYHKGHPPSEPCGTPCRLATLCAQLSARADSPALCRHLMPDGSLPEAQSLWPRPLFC
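Fluorescence read-out (Ex 386 nm, Em 447 nm) after stopping the reaction at pH 10. Enzyme: ASM from human placenta; substrate HMU-PC0, 9 uM final; 60 min, 37 °C. Compound preincubation 10 min, ambient temperature.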
Giardia kill = Small Molecules that selectively kill Giardia lamblia: qHTS; Giardia lamblia trophozoite viability; activity change, % at 7.66 µM, hits read low; 340,000 tested, 0.15% active; AID 540267, 2011; in the data active = activity change below about -80%; inconclusive = between about -30% and that limit;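 also: parasites exposed to compound for two days anaerobically before the ATP read; % is scaled to controls: 0 for no effect and ±100 for the full control effect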
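Trophozoites 100 cells/well + cpd; 48 hrs, 37 deg C, anaerobic. ATPLite 1-Step added, 15-30 min RT, luminescence read (ATP-based viability).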
Menin MLL FP TR = qHTS Assay for Inhibitors Targeting the Menin-MLL Interaction in MLL Related Leukemias: Competition With Texas Red Labeled MLL-derived Mutant Peptide; AID 1768, 2009; Potency, µM (doses to about 61.6 µM), without a hit: at the top dose FP activity change, negative = inhibition, usual class: inhibitors; Menin + Texas Red MLL mutant peptide, fluorescence polarization; 270,000 tested, 0.23% active; active = well fitted inhibition curve with a large enough effect in the polarisation, with a control signal flat, not every such curve was filed as active; inconclusive = small, poorly fitted or top-dose-only effect, or effect the other way, or a change in a side signal; inactive = no such curve, though single readings can be large or run the other way; the % refers to the polarisation; also: potency is read from the fitted curve at half-maximal effect; % of control where 0% means no effect; many of its hits are not listed in these tables
BCR signal inh = qHTS Assay to Find Inhibitors of Chronic Active B-Cell Receptor Signaling; ABC-DLBCL IkBa-CBG/CBR reporter, luminescence ratio, 4 h; Potency, µM (top dose mostly 46.1 µM), inactives show at the top dose ratio change, negative = lower green/red ratio, usual class: inhibitors; 340,000 tested, 0.05% active; AID 493014, 2011; active = well fitted inhibition curve with a large enough effect in the signal ratio, with a control signal flat, not every such curve was filed as active; inconclusive = small, poorly fitted or top-dose-only effect, or effect the other way, or a change in a side signal; the % refers to the signal ratio;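 also: potency is read from the fitted curve at half-maximal effect; plate controls were basal doxycycline-induced cells for no effect and cells given 10 µM MG132 for full effect; MG132 reads +100%, hits lower the ratio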
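TMD8 human ABC-DLBCL cells with doxycycline-inducible IκBα–green luciferase fusion and unfused red luciferase, in 0.5% FBS medium; compounds up to 46 uM, 4 h at 37C. Green/red luminescence ratio, filter-overlap corrected, fitted to concentration-response curves.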
Integrin act MD = qHTS for Activators of Integrin-Mediated Alleviation for Muscular Dystrophy; 350,000 tested, 0.064% active; alpha7betagal myoblasts, beta-gal FDG fluorescence, 48 h; Potency, µM (highest dose often 38.3 µM), for the others: at the highest dose activation, actives largely listed as activators;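 also: potency is read from the fitted curve at half-maximal effect; 100% = response of the positive control SU9516; nearly all actives have a fitted effect of over 60% in size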
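alpha7betagal+/- myoblasts (passage 13, 250/well) treated 48 h at 37C with compounds at 1:260 dilution of DMSO stock. Lysed, then beta-galactosidase activity read as FDG fluorescence (ex 480/em 540) after 30 min, with pre-read for autofluorescence.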
TSG101-PTAP inh = qHTS Assay for Iinhibitors of HIV-1 Budding by Blocking the Interaction of PTAP/TSG101 | Potency, µM (series often up to 115 µM), without a hit: at the highest dose activity change, negative = inhibition, most hits filed as inhibitors | Fluorescence polarization, FITC-PTAP peptide / Tsg101 binding | 340,000 tested, under 10 active; active = well fitted inhibition curve with a large enough effect in the main read-out, with a control signal flat, not every such curve was filed as active; inconclusive = small, poorly fitted or top-dose-only effect, or effect the other way, or a change in a side signal; inactive = no such curve, though single readings can be large or run the other way; also: potency is read from the fitted curve at half-maximal effect; % of control where 0% means no effect
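Steps: Tsg101 binding domain dispensed (10 uM final), compounds pinned in DMSO, FITC-labeled PTAP-motif peptide added (50 nM final); after 20 min binding at room temperature, polarization measured.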
B2AR arrestin = qHTS assay of beta-arrestin-biased ligands of beta2-adrenergic receptor; beta-arrestin recruitment to beta2AR, cell-based reporter; Potency, µM (series often up to 46.1 µM), without a hit: at the top dose activation, actives largely listed as activators; 330,000 tested, 0.02% active; AID 492947, 2010;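 also: potency is read from the fitted curve at half-maximal effect; 0% = DMSO controls and full agonism = EC100 isoproterenol or metaproterenol; nearly all actives have a fitted effect of over 65% in size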
Target sequence (P07550 whole entry, looked up): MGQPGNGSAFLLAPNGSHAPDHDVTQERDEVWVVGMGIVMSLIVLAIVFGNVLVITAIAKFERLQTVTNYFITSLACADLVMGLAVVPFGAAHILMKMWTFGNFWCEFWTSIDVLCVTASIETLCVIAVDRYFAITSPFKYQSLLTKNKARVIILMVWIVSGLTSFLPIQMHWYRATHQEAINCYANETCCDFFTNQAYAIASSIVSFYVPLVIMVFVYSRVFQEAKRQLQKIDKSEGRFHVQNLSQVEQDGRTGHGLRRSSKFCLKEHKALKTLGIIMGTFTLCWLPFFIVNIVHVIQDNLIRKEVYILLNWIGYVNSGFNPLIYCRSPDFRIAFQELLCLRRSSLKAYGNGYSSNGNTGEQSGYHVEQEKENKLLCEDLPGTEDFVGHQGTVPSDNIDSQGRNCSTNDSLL
Tb PFK inh = qHTS Assay to Find Inhibitors of T. brucei phosphofructokinase. ATP-dependent 6-phosphofructokinase (Trypanosoma brucei brucei), O15648. T. brucei PFK, ADP-Glo luminescence. Potency, µM (top dose mostly 57.5 µM), for the others: at the highest dose activity, negative = inhibition, most hits filed as inhibitors. 330,000 tested, 0.17% active;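 also: potency is read from the fitted curve at half-maximal effect; 0% = uninhibited 1x PFK enzyme wells and -100% = no-enzyme wells; nearly all actives have a fitted effect of over 60% in size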
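Luminescent ADP detection (ADP-Glo, two-step: ATP depletion then ADP-to-ATP conversion for luciferase) reported PFK activity after 45 min room-temperature reaction of 1.25 nM enzyme with 0.5 mM F6P and 0.1 mM ATP at pH 8.0.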
PKM2 act = qHTS Assay for Activators of Human Muscle isoform 2 Pyruvate Kinase | 260,000 tested, 0.34% active | Pyruvate kinase PKM (Homo sapiens), P14618 | Potency, µM (titrated, usually from 57.5 µM), for the others: at the highest dose activation, usual class: activators | AID 1631, 2009 | purified PKM2, Kinase-Glo ATP luminescence, activation; response scale: 0% is enzyme alone, no compound; also: potency is read from the fitted curve at half-maximal effect; % is scaled to controls: 0 for no effect and ±100 for the full control effect; nearly all actives have a fitted effect of over 55% in size
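Purified hPK-M2 (>95% pure) converted ADP (0.1 mM final) to ATP with 0.5 mM PEP in 50 mM imidazole pH7.2, KCl, MgCl2, Tween 20, BSA; 1 h at room temperature. ATP detected by Kinase-Glo luminescence.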
FBPA coupling cs = qHTS Assay for Inhibitors of Fructose-1,6-bisphosphate Aldolase from Giardia Lamblia: Coupling assay counterscreen; coupling enzyme system counterscreen, AmpLite Red fluorescence; activity change, negative = inhibition, % at 58.2 µM, hits read low; 290,000 tested, 0.67% active; AID 2472, 2010; in the data active = activity change below about -30%; also: % is scaled to controls: 0 for no effect and ±100 for the full control effect
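Activity here indicates interference with the coupling reaction, not aldolase inhibition. Compounds at 57.5 uM final met coupling enzymes for 10 min at RT; substrate and AmpLite Red detection followed, with a 525/598 nm fluorescence read after 20 min.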
GALK inhibitor = qHTS Assay for Inhibitors of Human Galactokinase (GALK); 270,000 tested, 0.007% active; P51570; Purified GALK, Kinase-Glo residual ATP luminescence; AID 1868, 2009; Potency, µM (doses to about 57.5 µM), without a hit: at the top dose activity change, negative = inhibition, actives largely listed as inhibitors; also: potency is read from the fitted curve at half-maximal effect; % is scaled to controls: 0 for no effect and ±100 for the full control effect
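Human GALK (5 nM) with 35 uM ATP and 100 uM galactose in 20 mM HEPES pH 8.0, 5 mM MgCl2, 60 mM NaCl, 1 mM DTT, 0.01% BSA. After 1 h at room temperature, leftover ATP was read by Kinase-Glo Plus luminescence.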
Active calls of the source: *; ? = inconclusive; · = no result given; & = joins results of further samples; [ ] = dose if it differs, or a comment. Unless noted, calls follow the shape of the dose curve; as a rule, active = well fitted curve in the direction sought with a large enough effect; inconclusive = small, poorly fitted or top-dose-only effect, or another doubt; inactive = no such curve, though single readings can be large; an effect the other way counts as inactive or inconclusive.

SMILES	TSG101-PTAP inh	Giardia kill	FBPA coupling cs	S-ASM inh	BCR signal inh	GALK inhibitor	PKM2 act	Integrin act MD	Menin MLL FP TR	Tb PFK inh	B2AR arrestin
FC(F)(F)c1ccc(Sc2nnc(-c3cccs3)n2CC2CCCO2)nc1 (centres undefined)	-4%	4	-2	0%	3%	0%	3%	-17%	-10%	0%	-0.1%
Oc1c(/C=N/Nc2cccc3cccnc23)ccc2ccccc12	1%	-14	-6	8%	-1%	-3%	1%	-2%	?	-2%	0.0%
CCCn1c(=O)c(C(=O)NCCc2ccc(OC)cc2)c(O)c2ccccc21	-2%	21	-2	-10%	4%	-6%	-2%[11.5 µM]	-17%	55%[activator]	0%	-0.5%
Cc1nn(C)cc1CN1CCCC(C(=O)c2ccc(-c3ccccc3)c(F)c2)C1 (centres undefined)	-1%	-3	1	0%	?	2%	-1%	-48%[inhibitor]	?	1%	-0.5%
COc1ccccc1C(C)NC(=O)c1cc(=O)[nH]c2ccccc12 (centres undefined)	-2%	1	3	0%	0%	-2%	5%	-1%	-9%	3%	0.1%
COc1ccccc1NC(NC(=O)c1ccco1)C(=O)c1ccccc1 (centres undefined)	-8%	6	-5	-3%	4%	5%	-9%	4%	16%	-2%	0.0%
O=C(NCCCCc1ccccc1)Nc1ccc(F)cc1F	-2%	7	·	0%	-1%	-2%	0%	21%	·	-6%	-0.3%
Cc1noc(C)c1S(=O)(=O)N1CCC(C(=O)N2CCC(C)CC2)CC1	-8%	7	9	0%	-1%	-1%	5%	27%	·	2%	-0.7%
COc1cccc(NC(=O)CCC(=O)NCc2ccco2)c1	-5%	8	-1	2%	6%	-3%	2%	-11%	17%	2%	0.1%
Cc1ccc(NC(=O)c2ccc(C(C)(C)C)cc2)cc1[N+](=O)[O-]	-5%	6	1	0%	6%	0%	5%	-5%	-14%	0%	1.1%

Other records.
SMILES	TSG101-PTAP inh	Giardia kill	FBPA coupling cs	S-ASM inh	BCR signal inh	GALK inhibitor	PKM2 act	Integrin act MD	Menin MLL FP TR	Tb PFK inh	B2AR arrestin
CC(=O)c1ccc(N2CCN(Cc3nc(Cc4ccccc4)no3)CC2)cc1	-2%	-15	-4	-1%	-1%	-1%	6%	14%	1%	0%	0.2%
CC(C)(C)OC(=O)C[C@H]1C/C=C\C[C@H](CC(=O)NCCO)C(=O)N[C@@H](Cc2ccccc2)COC1=O	-1%	-13	·	7%	1%	·	·	34%	·	5%	6.5%
CCCCCSc1nnc(C)c(=O)[nH]1	-14%	4	2	-1%	3%	0%	1%	12%	2%	-2%	0.3%
CCCn1c(=O)c(-c2ccccc2)c(O)c2ccccc21	-3%	-6	-9	-1%	2%	-3%	-11%	-7%	-7%	-13%	-0.2%
Cc1ccc(Cl)cc1NS(=O)(=O)c1cc2[nH]c(=O)c(=O)[nH]c2cc1C	-4%	11	·	-13%	9%	6%	·	-2%	·	-6%	5.4%
COc1ccc(C2(CNC(=O)C(=O)Nc3ccc(C)cc3)CCOCC2)cc1	-1%	-7	-4	-2%	-4%	-1%	0%	-9%	-1%	5%	0.0%
Cc1ccc(CN(C(=O)c2cc(=O)c3cc(C)cc(C)c3o2)C2CCS(=O)(=O)C2)cc1 (centres undefined)	-5%	2	0	-1%	-17%	-1%	0%	13%	·	7%	-0.4%
CCN(CC)c1ccc2cc(NC(=O)CCC(=O)O)c(=O)oc2c1	?	-25	-1	·	?	-6%	-5%	6%	-1%	0%	-0.4%
CCN(CC)S(=O)(=O)c1cc(C(=O)OC)ccc1Cl	-5%	7	1	2%	?	-4%	-2%	15%	1%	1%	-1.5%
O=C1C2=C(NC(=S)NC2c2ccc(Cl)cc2)NC(c2ccc(Cl)cc2)N1c1ccc(Cl)cc1 (centres undefined)	-7%	-1	·	?	?	-2%	8%	-25%	15%	1%	-0.4%

(further entries)
SMILES	TSG101-PTAP inh	Giardia kill	FBPA coupling cs	S-ASM inh	BCR signal inh	GALK inhibitor	PKM2 act	Integrin act MD	Menin MLL FP TR	Tb PFK inh	B2AR arrestin
COc1ccc(Cc2nnc(NC(=O)c3cccc(F)c3)s2)cc1OC	-1%	-10	2	-4%	6%	1%	·	-32%	39%[activator]	1%	-0.7%
CCCCNC(=O)O[C@H]1C[C@@H]2CCN3C(=O)CCC(C)(C)[C@H](C1)[C@H]23	-6%	6	0	-3%	9%	·	-2%	28%	-1%	0%	-0.6%
CC1CNCCN1S(=O)(=O)c1cccc2cnccc12 (centres undefined)	0%&-3%	8&10	7	0%&4%	?	-1%	-10%	·	-12%&-6%	9%&-7%	-0.6%&-0.1%
CC(=O)n1cc([C@H]2C=C(C(=O)N3CCN(Cc4ccc5c(c4)OCO5)CC3)O[C@@H](OCCCCO)C2)c2ccccc21	-3%	55[activator]	2	-4%	-22%	-2%	4%	6%	-12%	0%	4.2%
Cc1cc(C)cc(NC(=S)N(Cc2ccc(Cl)cc2)Cc2ccc(C(=O)O)cc2)c1	-1%	0	1	14%	?	1%	-3%	15%	?	-3%	0.1%
CC(C)N1C(=O)CCC1C(=O)NCCc1ccc(Cl)cc1 (centres undefined)	-1%	-1	3	6%	-1%	·	2%	6%	0%	-1%	-0.3%
COc1cc(C(=O)N/C(=C\c2cn(S(=O)(=O)N(C)C)c3ccccc23)C(=O)N2CCCC2)cc(OC)c1OC	-9%	-1	-3	-2%	-9%	1%	·	-12%	-15%	-1%	-0.5%
CCCCCNC(=O)c1cc(S(=O)(=O)N2CCCC2)ccc1F	-5%	-12	0	2%	?	·	7%	22%	3%	-3%	-0.9%
CC(OC(=O)Cn1cnc2c1c(=O)n(C)c(=O)n2C)C(=O)NC1CCCCC1C (centres undefined)	-2%	-6	·	-3%	0%	·	·	-17%	·	3%	-0.2%
Cc1c(C)n(CCN(C)C)c2ncnc(NCc3ccccc3)c12	-3%	9	0	0%	?	2%	·	-21%	-18%	-17%	0.1%

The listing continues:
SMILES	TSG101-PTAP inh	Giardia kill	FBPA coupling cs	S-ASM inh	BCR signal inh	GALK inhibitor	PKM2 act	Integrin act MD	Menin MLL FP TR	Tb PFK inh	B2AR arrestin
COCCn1c(SCC(=O)Nc2cccc(OC)c2)nc2c(oc3ccccc32)c1=O	1%	-17	5	-4%	2%	0%	?	9%	-13%	0%	-0.2%
COC(=O)c1sc(NC(=S)NC(=O)c2ccccc2F)nc1C	0%	0	7	-3%	-2%	1%	0%	?	4%	-2%	0.5%
COc1ccc2nc(NC(=O)CSc3nc4ccccc4o3)sc2c1	-4%	-6	-1	3%	?	3%	-16%	-3%	-7%	0%	-0.1%
CCOC(=O)c1ccc(Oc2nc(NC)nc(SC)n2)cc1	-8%	-12	-1	3%	?	0%	-5%	-23%	11%	13%	0.1%
Cc1ccc(-c2noc(CCC(=O)NCCN3CCOCC3)n2)cc1	1%	10	0	0%	-2%	0%	0%	-4%	8%	0%	-0.3%
Cc1nc2ccccn2c1C(=O)N/N=C/c1ccccc1Cl	-1%	3	0	-4%	1%	·	·	?	-6%	5%	-0.7%
CC(=O)Nc1cc(N2C(=O)CCC2=O)ccc1Cl	-3%	1	-1	4%	0%	·	-4%	12%	0%	-3%	-0.6%
CCC(C(=O)N(C(C)C)C(C)C)c1ccccc1 (centres undefined)	-4%	34[activator]	·	0%	0%	·	·	13%	·	0%	-0.4%
O=C1CSc2ccc(S(=O)(=O)NCc3ccc(Cl)cc3)cc2N1	-2%	-16	0	0%	?	-5%	·	-16%	9%	-1%	-0.1%

This is a subset; the hit share may differ from the screen's.
